Bioassay records: PubChem, several laboratories
MEKK2 mut-MEK5: signal of MEK5 binding to mutant human MEKK2 PB1 domain. bead flow cytometry, Alexa488-MEK5 binding to MEKK2 mutant. percent response, % at 10 µM. hit rate 0.35% among 290,000; in the data active = percent response above about 24%, passing the limit was not always enough; also: inactives centre near 1; some results filed as inactive read as strong as hits
NS3 helicase inh: inhibitors of Hepatitis C virus NS3 helicase; inhibition, % at 10.9 µM; hit rate 0.56% among 290,000; NS3 helicase DNA unwinding, Cy5 molecular beacon fluorescence;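 active = inhibition above the mean of all tested compounds plus 3 SD, set per campaign, cut at about 35% in these data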;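 also: 0% = DMSO wells and 100% = thioflavine S control wells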
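Test system: hepatitis C virus NS3 helicase domain fragment enzyme. Also added: annealed dual-labelled DNA beacon duplex, ATP-started. Timing: 60 min unwinding reaction at 25 °C after ATP addition. Technique: Cy5 fluorescence. Measure: % inhibition of unwinding.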
IMP-1 inhibitor: blocks Pseudomonas aeruginosa IMP-1 metallo-beta-lactamase; purified IMP-1, nitrocefin hydrolysis, epi-absorbance fluorescence; hit rate 0.45% among 290,000; AID 1556; inhibition, % at 5.6 µM;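 active = inhibition above the mean plus 3 SD of all compounds in the same screening run, cut at about 4.5% in these data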;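 also: 0% = IMP-1 with DMSO and 100% = DMSO wells lacking enzyme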
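Assay system: purified IMP-1; Quantity: IMP-1 0.2 nM before substrate addition; Medium: HEPES buffer pH 7.1 with ZnSO4 and Brij 35; Incubation: 15 min enzyme–compound preincubation, then 25 min nitrocefin reaction, 25 °C; Signal: fluorescence quenching readout, ex 480/em 530 nm; Controls: DMSO with and without IMP-1; Repeats: singlicate testing.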
NALP1 yeast inh: blocks the NALP1 inflammasome reconstituted in yeast. S. cerevisiae NALP1/ASC/caspase-1 growth, X-gal OD620, 72 h. inhibition, % at 10 µM. hit rate 0.61% among 280,000. AID 2071; in the data active = inhibition mostly above about 24%, no sharp cut-off; inactive = mostly below about 32%; also: some compounds called inactive have numbers as strong as hits
VIM-2 inh: inhibitors of Pseudomonas aeruginosa VIM-2 metallo-beta-lactamase; AID 1527; hit rate 0.89% among 290,000; inhibition, % at 5.6 µM; purified VIM-2, nitrocefin hydrolysis, epi-absorbance fluorescence;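 active = inhibition above the mean of all tested compounds plus 3 SD, cutoff set per screening run, cut at about 7.5% in these data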;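 also: red hydrolysis product quenches plate fluorescence so inhibitors raise well fluorescence; 0% = enzyme with DMSO and 100% = DMSO without enzyme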
DNA FID counter: fluorescent intercalator displacement, NS3 helicase counter-screen; DNA fluorescent intercalator displacement, fluorescence; AID 1845; inhibition, % at 7.9 µM; hit rate 0.17% among 290,000; in the data active = inhibition above about 37%;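 also: 0% = vehicle and 100% = reference compound; higher means more ethidium bromide displaced from hairpin DNA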
MEKK2wt PB1 HTS: raises or lowers MEK5 binding to wildtype human MEKK2 PB1 domain. hit rate 1.1% among 290,000. bead flow cytometry, Alexa488-MEK5 binding to MEKK2 WT; actives lie on both sides. Q9Y2U5. binding response (% of control), % at 10 µM. AID 1531; in the data active = binding response below about 67% or above about 130%
M18AAP inhibitor: blocks P. falciparum M18 aspartyl aminopeptidase. inhibition, % at 7.35 µM. hit rate 1.2% among 290,000. recombinant PfM18AAP, H-Glu-NHMec fluorogenic cleavage. AID 1822;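 active = inhibition above the campaign mean inhibition over all tested compounds plus 3 SD, cut at about 28% in these data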;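 also: 0% = plate median of test compound wells and 100% = 2 mM ZnCl2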
SUMO HTRF inh: inhibitors of human SUMOylation (UBC9) | HTRF SUMOylation assay, SAE1/SAE2 + UBC9, in vitro | hit rate 0.36% among 290,000 | inhibition, % at 35 µM; in the data active = inhibition above about 50%, passing the limit was not always enough; also: strong numbers were not always called active
Target sequence (P63279 whole entry, looked up): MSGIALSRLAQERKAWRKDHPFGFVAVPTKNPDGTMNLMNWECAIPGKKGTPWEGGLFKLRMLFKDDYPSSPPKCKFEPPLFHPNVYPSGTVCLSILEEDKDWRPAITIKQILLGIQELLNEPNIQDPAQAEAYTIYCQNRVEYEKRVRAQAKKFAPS
* = called active by the depositor; . = no result given.

item	SMILES	MEKK2 mut-MEK5	NS3 helicase inh	IMP-1 inhibitor	NALP1 yeast inh	VIM-2 inh
1	O=c1[nH]c(=S)[nH]c(O)c1C(c1ccccn1)c1c(O)[nH]c(=S)[nH]c1=O	0.0	10.7	-2.6	-7.0	-1.4
2	O=P(NC(c1ccccc1)c1ccccc1)(Oc1ccccc1)Oc1ccccc1	-1.0	-5.5	-1.9	13.9	-1.5
3	N=c1c[n+](CC23CC4CC(CC(C4)C2)C3)[n-]o1	1.0	5.2	-4.2	-14.3	-2.9
4	CCN1CCN(Cc2ccc(OC(F)(F)F)cc2)CC1	-7.0	2.1	-4.4	0.6	-2.3
5	O=c1cccc2n1CC1CC2CN(Cc2c(Cl)cccc2Cl)C1 (stereo not given)	2.0	-1.2	0.0	23.2	2.0
6	COC(=O)CC1=C(C(=O)OC)C2(C(=O)Nc3c(C)cccc32)C(C#N)=C(N)O1 (stereo not given)	-4.0	-3.5	-2.4	21.8	-2.2
7	Fc1ccc(N2CCN(Cc3ccc4c(c3)OCO4)CC2)cc1	5.0	-1.9	-1.1	12.0	-2.8
8	CC(C)(C)c1ccc(S(=O)(=O)N2CC3CC(C2)c2cccc(=O)n2C3)cc1 (stereo not given)	2.0	-1.3	-1.6	-6.0	-1.4
9	Cc1cc(=O)oc2cc3c(cc12)CCCN3	5.0	4.9	-3.6	17.5	0.5
10	c1ccc2c(c1)[nH]c1cnccc12	4.0	-3.0	-4.6	31.8	-3.4
11	COc1ccc(NC(c2ccccc2)P(=O)(Oc2ccccc2)Oc2ccccc2)cc1 (stereo not given)	14.0	4.2	-0.4	.	-0.7
12	c1cc2n(c1)-c1c(ccc3c1OCO3)CNC2c1ccc2c(c1)OCO2 (stereo not given)	-4.0	-33.1	-2.9	33.3	-3.4
13	CCOC(=O)c1nc2ccccc2c(=O)n1-c1ccc(C)cc1	1.0	-1.4	-2.4	-15.6	-3.4
14	CC1(C)CN=C(NCc2ccccc2)S1	3.0	-13.5	-0.5	.	0.2
15	CCN1C(=O)N(CC)C(=O)C2(Cc3ccccc3N3CCN(c4ccccc4)CC32)C1=O (stereo not given)	4.0	45.1*	-3.1	-0.1	-2.3

item	DNA FID counter	MEKK2wt PB1 HTS	M18AAP inhibitor	SUMO HTRF inh
1	2.5	110.0	-12.9	16.5
2	-4.9	97.0	-7.0	12.7
3	5.0	102.0	0.4	-1.6
4	2.2	82.0	-15.0	-1.6
5	-21.3	100.0	-4.5	18.8
6	-5.1	95.0	-2.3	13.6
7	5.2	106.0	-2.6	12.8
8	-20.8	103.0	1.7	11.8
9	-3.1	103.0	6.5	46.6
10	1.2	102.0	-5.5	10.7
11	-3.0	101.0	-12.1	-10.6
12	15.3	104.0	-3.9	-10.9
13	-10.5	108.0	-4.7	4.7
14	-4.4	105.0	-7.2	.
15	-26.5	97.0	1.3	-6.1

Complete entries as entered above:
Entry for `c1cc2n(c1)-c1c(ccc3c1OCO3)CNC2c1ccc2c(c1)OCO2` (stereo not given) → MEKK2 mut-MEK5 = -4.0; NS3 helicase inh = -33.1; IMP-1 inhibitor = -2.9; NALP1 yeast inh = 33.3; VIM-2 inh = -3.4; DNA FID counter = 15.3; MEKK2wt PB1 HTS = 104.0; M18AAP inhibitor = -3.9; SUMO HTRF inh = -10.9
Entry for `c1ccc2c(c1)[nH]c1cnccc12` → MEKK2 mut-MEK5 = 4.0; NS3 helicase inh = -3.0; IMP-1 inhibitor = -4.6; NALP1 yeast inh = 31.8; VIM-2 inh = -3.4; DNA FID counter = 1.2; MEKK2wt PB1 HTS = 102.0; M18AAP inhibitor = -5.5; SUMO HTRF inh = 10.7

(continued)
item	SMILES	MEKK2 mut-MEK5	NS3 helicase inh	IMP-1 inhibitor	NALP1 yeast inh	VIM-2 inh
16	COC(=O)C(O)(c1ccc(NC(=O)NC2CCCCC2)cc1)C(F)(F)F (stereo not given)	2.0	4.2	-2.8	17.6	-2.9
17	CCNCC(O)c1cccc(O)c1 (stereo not given)	5.0	-13.6	-2.3	12.6	-1.9
18	CCc1c(C)nc(N)nc1N1N=C1SCCOc1ccccc1	-7.0	8.4	-0.4	-18.4	2.4
19	CCOP(=O)(OCC)C(O)c1ccccc1 (stereo not given)	4.0	6.4	-1.0	.	-0.3
20	C=CCC1(CN2CCCCCC2=O)C(=O)NC(=O)NC1=O	1.0	-5.8	0.5	.	0.0
21	CCOC(=O)C(=CNc1ccc(C(O)(C(=O)OCC)C(F)(F)F)cc1C)C(=O)OCC (stereo not given)	1.0	-13.4	-2.4	29.1	-0.7
22	CC(C)CN(CC(C)C)C(=O)C1C2c3ccccc3C(c3ccccc32)C1C(=O)O (stereo not given)	-15.0	6.0	0.8	9.1	-1.2
23	COc1ccccc1N1C(=O)NC(=O)/C(=C\c2cnn(-c3ccccc3)c2)C1=O	0.0	22.0	-1.9	-6.4	-0.4
24	Cc1cc(NC(=O)C(Cl)(Cl)Cl)no1	-6.0	-3.0	-0.2	17.9	0.1
25	CCOc1ccc([N+](=O)[O-])cc1CNCCc1ccccc1	2.0	-5.4	-1.1	11.8	-2.0
26	O=C(Nc1cccc(C(F)(F)F)c1)OC1CN2CCC1CC2 (stereo not given)	10.0	-6.8	-3.5	18.5	-1.7
27	O=c1c2ccccc2nc(/C=C/c2ccc(F)cc2)n1-c1ccccc1O	0.0	4.2	-0.9	12.4	-0.6
28	N#CC1=C(N)Oc2c(c(=O)oc3ccccc23)C1c1ccc([N+](=O)[O-])o1 (stereo not given)	1.0	11.4	-2.6	-1.5	-2.9
29	O=C1NC(=O)C(=Cc2ccc(OCCOc3ccc([N+](=O)[O-])cc3)cc2)C(=O)N1	-15.0	5.3	-2.2	-0.9	-1.4
30	CCOC(=O)C1(CCCc2ccccc2)CCN(C2CCCC2)CC1	-6.0	-3.3	-2.5	16.0	-6.5

item	DNA FID counter	MEKK2wt PB1 HTS	M18AAP inhibitor	SUMO HTRF inh
16	-4.4	107.0	2.0	-18.8
17	-1.9	107.0	1.4	-1.4
18	-7.4	96.0	8.9	2.4
19	0.3	106.0	-6.1	12.8
20	-1.9	99.0	-4.7	-9.2
21	-23.8	109.0	-6.0	-15.0
22	9.6	80.0	-7.0	-0.1
23	-10.4	97.0	1.5	18.9
24	-0.2	95.0	-2.6	16.4
25	12.9	107.0	-2.9	5.9
26	8.1	116.0	-11.4	1.6
27	-27.7	98.0	-12.5	3.5
28	0.7	110.0	15.2	29.5
29	5.1	83.0	9.8	7.8
30	8.3	100.0	2.0	1.3

(listing goes on)
item	SMILES	MEKK2 mut-MEK5	NS3 helicase inh	IMP-1 inhibitor	NALP1 yeast inh	VIM-2 inh
31	CCCCn1c(O)c(C=NCCN2CCCCC2)c(=O)[nH]c1=O	-12.0	-6.2	-2.3	-2.1	-3.9
32	O=C(NCCO)c1nsnc1NCCCl	-2.0	-4.6	-0.2	2.3	1.6
33	CN1CCc2nc(N)c(C#N)c(-c3ccccc3)c2C1	0.0	-4.9	-1.8	27.8	0.7
34	c1cc(C2N3CCCN2CC3)ccn1 (stereo not given)	3.0	2.2	-1.2	30.1	-0.3
35	O=C1NC(=O)C2(Cc3ccccc3N3CCCC32)C(=O)N1 (stereo not given)	1.0	0.5	-1.5	-17.9	-1.9
36	Cc1ccc(S(=O)(=O)N2CN3CCN(C3)C2)cc1	0.0	0.9	-0.5	6.3	-1.3
37	O=C(COc1ccccc1)N1CCN(CC2CC=CCC2)CC1 (stereo not given)	-8.0	-3.9	3.1	7.4	-0.8
38	COc1ccc(OC)c(-n2c(O)c(C=Nc3c(C)n(C)n(-c4ccccc4)c3=O)c(=O)[nH]c2=O)c1	-2.0	-15.3	0.0	25.5	-1.6
39	O=C1/C(=C\c2ccc3c(c2)OCO3)N2CCC1CC2	0.0	-2.4	-3.0	1.2	-0.4
40	COC(=O)COc1cc(C)cc2oc(=O)c3c(c12)CCCC3	6.0	0.8	-1.9	21.5	8.4*
41	CCc1ccccc1NC(=O)CSc1nnc([C@@H](N)Cc2c[nH]c3ccccc23)o1	-4.0	-2.9	-3.9	20.5	-3.5
42	Cc1cc2c(s1)NC(=O)CN=C2c1cccs1	-2.0	2.4	-4.0	.	-4.8
43	c1ccc(C2CC3CC(c4ccco4)N2O3)cc1 (stereo not given)	5.0	6.0	-2.3	27.6	0.6
44	O=C(c1ccc2c(c1)OCO2)C1CCCN(CC2CCCCC2)C1 (stereo not given)	-9.0	9.2	0.3	11.1	2.0
45	O=c1c2ccccc2nc(/C=C/c2ccc3c(c2)OCO3)n1-c1cccc(O)c1	0.0	-3.9	-1.7	12.1	-2.2
46	N=c1sccn1Cc1ccccc1F	3.0	-11.6	-2.3	7.5	-3.4
47	COc1ccc(C)cc1NC(=O)N1CCC2(CC1)OCCO2	-7.0	-14.2	-1.9	-4.8	-1.0
48	O=C(CCN1C(=O)COc2ccccc21)N1CCC2(CC1)OCCO2	-10.0	1.2	-3.4	-4.7	-3.6

item	DNA FID counter	MEKK2wt PB1 HTS	M18AAP inhibitor	SUMO HTRF inh
31	5.3	91.0	3.1	1.4
32	-0.8	95.0	-18.2	-1.2
33	-3.3	97.0	-3.9	7.9
34	-4.1	108.0	-0.8	14.9
35	1.3	102.0	-4.2	5.3
36	8.1	104.0	3.6	-19.0
37	-7.4	95.0	-2.6	1.2
38	-11.3	100.0	1.4	14.8
39	-3.9	95.0	5.7	13.9
40	-6.3	104.0	1.1	14.5
41	-6.5	100.0	5.8	-28.5
42	-8.0	95.0	4.2	5.4
43	-1.6	106.0	0.0	-8.3
44	15.4	95.0	1.9	13.2
45	-10.4	98.0	-7.1	14.6
46	-0.4	102.0	-0.5	0.0
47	-1.2	92.0	-14.3	-0.6
48	-2.4	85.0	4.4	6.3

Random excerpt: two compounds from above, in no set order.
item	SMILES	MEKK2 mut-MEK5	NS3 helicase inh	IMP-1 inhibitor	NALP1 yeast inh	VIM-2 inh
10	c1ccc2c(c1)[nH]c1cnccc12	4.0	-3.0	-4.6	31.8	-3.4
15	CCN1C(=O)N(CC)C(=O)C2(Cc3ccccc3N3CCN(c4ccccc4)CC32)C1=O (stereo not given)	4.0	45.1*	-3.1	-0.1	-2.3

item	DNA FID counter	MEKK2wt PB1 HTS	M18AAP inhibitor	SUMO HTRF inh
10	1.2	102.0	-5.5	10.7
15	-26.5	97.0	1.3	-6.1

Results in NS3 helicase inh, for two of the compounds above:
# | Molecule | NS3 helicase inh
36 | Cc1ccc(S(=O)(=O)N2CN3CCN(C3)C2)cc1 | 0.9
38 | COc1ccc(OC)c(-n2c(O)c(C=Nc3c(C)n(C)n(-c4ccccc4)c3=O)c(=O)[nH]c2=O)c1 | -15.3

Some of the compounds tested; the hit share may differ from the screen's.
